High-throughput results from PubChem BioAssay.
GCN5L2 inh – GCN5L2 (KAT2A) acetyltransferase inhibition. Q92830. GCN5L2 HAT assay, ThioGlo1 CoA-SH fluorescence. Potency, µM (titrated, usually from 58.9 µM), inactives show at the top dose activity change, negative = inhibition, most hits filed as inhibitors. 0.21% of 390,000 active. AID 504327
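Enzyme at 20nM final was mixed with library compounds for 15 min at room temperature. Peptide H3(1-25) at 75uM, acetyl-CoA at 70uM and ThioGlo1 at 50uM were then added. Plates were read immediately and after 20 min (Ex340nm/Em540nm).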
TDP1 cell noCPT – qHTS for Inhibitors of human tyrosyl-DNA phosphodiesterase 1 (TDP1): qHTS in cells in absence of CPT; DT40 Tdp1-/- hTDP1 cells, no CPT, ATP luminescence, 48 h; Potency, µM (highest dose often 46.2 µM), without a hit: at the highest dose activity change, negative = growth inhibition, most hits filed as inhibitors; 15% of 420,000 active; further: nearly all actives have a fitted effect of over 55% in size
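A cellular qHTS used chicken DT40 cells lacking endogenous Tdp1 but carrying stably transfected human TDP1. Compounds were applied without camptothecin, and cell growth kinetics were judged by ATP-dependent luminescence after ≥48 hr.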
TDP1 inh – blocks human tyrosyl-DNA phosphodiesterase 1; Q9NUW8; recombinant TDP1, AlphaScreen DNA substrate cleavage; 0.28% of 350,000 active; Potency, µM (doses to about 130 µM), without a hit: at the top dose activity change, negative = inhibition, usual class: inhibitors; further: nearly all actives have a fitted effect of over 40% in size
Target sequence (Q9NUW8 whole entry, looked up): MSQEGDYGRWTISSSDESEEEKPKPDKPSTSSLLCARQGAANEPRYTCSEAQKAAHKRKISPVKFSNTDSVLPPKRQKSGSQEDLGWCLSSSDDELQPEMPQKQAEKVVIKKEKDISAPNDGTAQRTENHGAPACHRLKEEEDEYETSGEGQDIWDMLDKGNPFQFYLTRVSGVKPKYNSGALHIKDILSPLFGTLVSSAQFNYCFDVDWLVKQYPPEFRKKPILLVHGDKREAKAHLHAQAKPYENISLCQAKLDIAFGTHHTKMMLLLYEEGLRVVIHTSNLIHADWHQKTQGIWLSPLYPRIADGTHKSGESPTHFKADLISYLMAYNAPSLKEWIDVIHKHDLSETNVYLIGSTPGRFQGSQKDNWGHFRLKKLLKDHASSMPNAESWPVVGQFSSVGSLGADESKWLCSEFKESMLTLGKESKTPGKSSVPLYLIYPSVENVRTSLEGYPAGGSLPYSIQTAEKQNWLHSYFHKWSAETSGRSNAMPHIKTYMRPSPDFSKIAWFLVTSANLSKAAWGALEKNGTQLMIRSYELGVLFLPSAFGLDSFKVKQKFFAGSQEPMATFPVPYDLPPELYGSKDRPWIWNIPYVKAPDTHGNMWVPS
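Steps: enzyme plus compound, 15 min RT; add biotin/phosphotyrosine-FITC oligonucleotide (15 nM final), react 5 min; add donor/acceptor beads (10 ug/ml final), 10 min; read AlphaScreen. Tdp1 at 1 nM final.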
Numbers without * were called inactive; ? = inconclusive; · = no result given; & = joins results of further samples; ! = repeats disagree; [ ] = dose if it differs, or a comment. The call rests on the fitted dose curve; in most records, active means well fitted curve in the direction sought with a large enough effect; inconclusive means small, poorly fitted or top-dose-only effect, or another doubt; inactive means no such curve, though single readings can be large; an effect the other way counts as inactive or inconclusive. On the % scale 0 is the no-effect control and ±100 the full control effect; potency means the concentration at half of the fitted maximal effect.

The line under a structure holds: GCN5L2 inh, TDP1 cell noCPT, TDP1 inh
CCN(CC)CCCC(C)N=C(c1ccccc1)c1c(O)n(C)c(=O)n(C)c1=O (stereo not given)
  -5%, -11%, 3%
COC(=NC1CCCC1)C(O)c1c[nH]c2ccccc12 (stereo not given)
  -8%, -25%, -2%
COC(=O)C1CN(C#N)N(c2ccc(Cl)cc2)C12c1ccccc1-c1ccccc12 (stereo not given)
  -11%, 2.9µM*, 2%
CN1C(=O)C(O)N=C(c2ccccc2)c2ccccc21 (stereo not given)
  22%, 15%, ·
COC(=O)C1=C(c2ccc(C(C)=O)cc2)C[C@@H]2CC[C@H]1N2C(=O)NC1CCCCC1
  -2%, ?, 1%
COc1ccc(C(=O)NC(=S)NNC(=O)c2cccnc2)cc1
  -8%, ?, 15%
C=CCc1cc(C)ccc1OCCCC(C(=O)OCC)C(=O)OCC
  -5%, ?, -1%
COc1ccc(CC2C(=O)N(c3ccccc3)C(=O)N(c3ccccc3)C2=O)c(OC)c1
  -8%, 3%, -4%
COc1cc2c(cc1O)C[C@H]1c3c(cc(OC)c(O)c3-2)CCN1C
  ·, ?, -11%
CC(=O)c1cc(C#N)c(N2CCN(C)CC2)nc1C
  -8%, -7%, -8%
COc1ccc(OC)c(N2C(=O)/C(=C/c3ccco3)C(=O)NC2=S)c1
  13µM*, -27%, ·
CN1C(=O)C(=Cc2cn(CC#N)c3ccccc23)C(=O)N(C)C1=O
  -15%, 6%, ·
CCOC(=O)c1cc(C)sc1/N=C/C1C(=O)NC(=S)NC1=O
  -7%, -18%, -4%
O=C(c1ccc2c(c1)OCO2)C1CCCN(Cc2c(F)cccc2Cl)C1 (stereo not given)
  -7%, ?, -2%
CCN1C(=O)NC(=O)/C(=C\c2ccc(N3CCOCC3)cc2OC)C1=O
  -13%, ·, -3%
CCc1nnc(NS(=O)(=O)c2ccc(N=Cc3c(O)n(-c4ccc(Cl)cc4)c(=O)[nH]c3=O)cc2)s1
  -2%, ?, 3%
CCOC(=O)N1CCN(CC(O)COCCC23CC4CC(CC(C4)C2)C3)CC1 (stereo not given)
  -3%[0.501 µM], 29µM*, 2%
O=C1NC(=O)N(c2ccc(Br)cc2)C(=O)/C1=C/c1ccsc1
  -3%, -24%, 0%
O=C(Nc1c(F)cc(F)cc1F)c1cccn(Cc2ccccc2)c1=O
  -6%, ?, -1%
Oc1ccc2c3c1O[C@H]1[C@@H](O)CC[C@]4(O)[C@H](C2)N(CC2CCC2)CC[C@@]314
  7%[21.4 µM], ·, 2%[56.1 µM]
c1ccc([Se]c2c(-c3ccccc3)[se]c3ccccc23)cc1
  -12%, ·, -7%
Cc1ccc(C2CC3CCC(C2)N3Cc2ccccc2F)cc1 (stereo not given)
  0%, ?, ·
COc1ccccc1-n1c(-c2ccc(C)cc2)nc2ccccc2c1=O
  -2%, 12µM*, ·
O=[N+]([O-])c1ccc(NC2CCCC2)c2ccncc12
  -2%, ?, 4%
CCCCn1c(O)c(/C=N/NC(=O)c2ccncc2)c(=O)[nH]c1=S
  -11%, 9%, 11%
CCC(=O)O[C@@](Cc1ccccc1)(c1ccccc1)[C@@H](C)CN(C)C
  6%[21.4 µM], ?, 6%[56.1 µM]
O=C1CN=C(c2ccc(F)cc2)c2oc3ccccc3c2N1
  -18%, -4%, 2%
Cc1cccc(OCC(=O)Nc2cc(-c3ccccc3F)nn2-c2ccccc2)c1
  -15%, ?, 3%
NCC[C@H](O)C(=O)N[C@H]1C[C@@H](N)[C@@H](O[C@H]2O[C@@H](CN)[C@@H](O)[C@@H](O)[C@@H]2N)[C@@H](O[C@H]2O[C@@H](CO)[C@@H](O)[C@@H]2O)[C@@H]1O
  -2%[21.4 µM], ·, 7%[21 µM]
COC(=O)CSC1=NP(=S)(SCC(=O)OC)N2CCCC2=C1C#N (stereo not given)
  -4%, ?, -2%

(next part)
The line under a structure holds: GCN5L2 inh, TDP1 cell noCPT, TDP1 inh
CN1CCN(c2nc3ccccn3c(=O)c2C=C2C(=O)N(C)C(=O)N(C)C2=O)CC1
  34%[activator], -3%, -4%
CC1CCC(C)(NS(=O)(=O)OCC(Cl)(Cl)Cl)CC1 (stereo not given)
  ?, ?, ·
Cc1cc(=O)[nH]c(SCc2nc3ccccc3c(=O)n2-c2ccccc2C)n1
  -5%, -19%, -4%
CC1(C)C2([N+](=O)[O-])CN3CC1([N+](=O)[O-])CN(C2)C3c1ccccn1 (stereo not given)
  0%, 0%, -1%
O=C(NCc1ccccc1)c1cccc(Nc2nc3ccccc3n3nnnc23)c1
  -14%, 15µM*, 6%
O=C1Nc2ccc(Br)cc2C(c2ccccc2Cl)=NC1O (stereo not given)
  1%, ?, 5%
C[C@@H]1C[C@@H](O)[C@@]2(O)[C@]13CC(=O)OC[C@]2(C)[C@@](C)(O)C(=O)C3
  ·, -20%[9.04 µM], 3%
CC(C)C[C@H](NC(=O)[C@@H]1CCCN1C(=O)[C@@H](N)Cc1ccc(O)cc1)C(=O)NCC(N)=O
  0%, -6%, 6%
ClCC1C(CCl)C2(Cl)C(Cl)=C(Cl)C1(Cl)C2(Cl)Cl (stereo not given)
  14%, ·, 21%
Cc1cccc(N2C(=O)NC(=O)/C(=C\c3ccc4c(c3)CCCN4Cc3ccccc3)C2=O)c1
  -17%, ?, 5%
CN1C(=O)C(=Cc2ccc(SC3CCCCC3)o2)C(=O)N(C)C1=O
  -24%, -1%, 0%
Cn1c(=O)c2c(nc(N/N=C/c3c(O)n(-c4ccccc4)c(=S)[nH]c3=O)n2C)n(C)c1=O
  37%[activator], -7%, 2%
COC(=O)C1=C(c2ccc(F)cc2OCc2ccccc2)C[C@@H]2CC[C@H]1N2C
  2%, 16µM*, 0%
CNC(=O)Oc1ccc2c(c1)C(=O)c1ccccc1CO2
  -1%, ?, 0%
CN(C(=O)Oc1cccc2cccnc12)c1ccccc1
  -2%, -7%, 5%
O=C(O)CCn1cc(C=C2C(=O)NC(=S)NC2=O)c(-c2cccc(Cl)c2)n1
  -15%, -1%, -1%
CCC(=NCc1cc(OC)cc(OC)c1)c1c(O)n(C)c(=O)n(C)c1=O
  -5%, 8.9µM*, 3%
OCCOc1ccccc1
  -18%&-1%, -2%&-14%&-19%, 5%
CCOC(=O)[C@@H]1[C@H]2COc3ccc(Br)cc3[C@@H]2N2C(=O)N(c3cccc(C)c3)C(=O)[C@]12C
  -5%, -14%, ·
C=C(C)C1CNC(C(=O)O)C1CC(=O)O (stereo not given)
  ·, 1%, 8%[56.1 µM]
O=C(c1ccccc1F)c1cn(CC(=O)N2CCCCC2)c2ccccc12
  -4%, -25%, -4%
O=NN(CCCl)C(=O)NCCCl
  7%&-9%, ?, 11%[56.1 µM]
O=c1[nH]c(=O)n(Cc2ccccc2)c(O)c1C=NCCCO
  -1%, 0%, -3%
CC1=NCCc2c1[nH]c1cc(O)ccc21
  ?, 27µM*!, 23%[56.1 µM]
Cc1ccccc1N1CCN(C2CCCN(C(=O)COc3ccccc3)C2)CC1 (stereo not given)
  ?, 21µM*, 4%
CCOP(=O)(C#CC(C)(C)C)C(O)(c1ccccc1)C(F)(F)F (stereo not given)
  2%, -26%, 0%
CC(=O)c1cn(Cc2ccc(C#N)cc2)c2ccccc12
  0%, -12%, 5%
CC[C@@H]1CN2CCc3cc(OC)c(OC)cc3[C@H]2C[C@@H]1C[C@@H]1NCCc2cc(O)c(OC)cc21
  9%[21.4 µM], ·, 14%[21 µM]
CCCCP(=O)(O)c1ccccc1
  -4%, 0%, 2%
CC(C)(C)C(=O)Cn1c(NCCCl)nc2ccccc21
  -11%, ?, 1%

New compounds follow.
The line under a structure holds: GCN5L2 inh, TDP1 cell noCPT, TDP1 inh
Cc1csc(NC(=O)C2CCCN(S(=O)(=O)c3ccc4c(c3)oc(=O)n4C)C2)n1 (stereo not given)
  -11%, ?, -1%
CC1(C)CN=C(NCc2ccccc2Cl)S1
  -4%, -9%, 5%
COc1cccc(N2C(=O)NC(=O)/C(=C/c3ccc4c(c3)Cc3ccccc3-4)C2=O)c1
  -14%, ?, -14%
CN1C(=O)NC(=O)C2(Cc3ccccc3N3CCOCC32)C1=O (stereo not given)
  -7%, 13%, 5%
Cc1cccc(NC(=O)C(C)N2CC=C(c3ccccc3)CC2)c1 (stereo not given)
  -14%, ?, 3%
Cc1cc(/C=C2\C(=O)NC(=O)N(Cc3ccco3)C2=O)c(C)n1-c1ccc(O)cc1
  0%, 1%, 5%
CN(c1ccccc1)c1ccc([N+](=O)[O-])c2nonc12
  19%, 16µM*, ·
C[N+](C)(C)CCc1ccc(O)cc1
  5%, 15%, 0%
C=CCN1CCc2cccc3c2C1Cc1ccc(O)c(O)c1-3 (stereo not given)
  -4%, 5.2µM*, 6%
O=C1CN=C(c2ccccc2)c2c(sc3c2CCCC3)N1
  -2%, ?, ·
CC12CN3CC(c4ccccc4)(CN(C1)C31CCCCC1)C2=O
  -3%, 1%, 5%
CC12CN3CC(C)(CN(C1)C31CCSCC1)C2=O
  -8%, 1%, 0%
Oc1c(Br)cc(Br)cc1Br
  2%&17%, -5%&-17%, 3%&-6%&17%
Cc1ccc(S(=O)(=O)CC(=O)c2cc(C)c(OC(=O)N(C)C)c(C)c2)cc1
  -4%, ?, 0%
C/C=C1/C[C@@H](C)[C@](O)(CO)C(=O)OCC2=CCN3CC[C@@H](OC1=O)[C@@H]23
  1%, ?, ·
CN1C[C@H](CO)C=C2c3cccc4[nH]cc(c34)C[C@H]21
  1%, ?, -6%
O=C(CN1CCOCC1)c1cccc2ccccc12
  -6%, ?, -9%
O=c1[nH]c(=S)n(-c2ccccc2F)c(O)c1C=NCc1ccco1
  -4%, 2%, 1%
Cc1cccnc1-n1c(CN2C(=O)c3ccccc3C2=O)nc2ccccc2c1=O
  1%, 5%, 7%
CC(=O)C1(c2ccccc2)CCNCC1
  -3%, -12%, 2%
OCC1OC(n2cnc3cc(Cl)c(Cl)cc32)C(O)C1O (stereo not given)
  0%&-15%, ?, 7%
CCON=O
  -1%, ?, ·
Cc1ccc2nc3sc(=O)sc3nc2c1
  ?, ·, 20%
CN1CCN(C(=O)Cc2ccccc2)CC1
  3%, -1%, ·
CN1C(=O)N(C)C(=O)C2(Cc3cc([N+](=O)[O-])ccc3N3CCN(C(=O)c4ccccc4)CC32)C1=O (stereo not given)
  -6%, 3%, 3%[0.0935 µM]
CCCNC(=O)N1[C@H]2CC[C@@H]1C(C(=O)OC)=C(c1ccc(Cl)c(C(F)(F)F)c1)C2
  -7%, 15µM*, 0%
Cc1cnc[nH]1
  2%, ?, 1%&-4%
CC(=O)c1c(O)n(-c2cccc(Cl)c2)c(=O)[nH]c1=O (tested in a mixture with another compound)
  -3%, -15%, 1%
CCCC(C)c1nnc(NC(=O)CCS(=O)(=O)c2ccccc2)s1 (stereo not given)
  -3%, 4.1µM*, -12%[0.0935 µM]
CCOc1ccccc1N1C(=O)NC(=O)/C(=C/c2ccc3c4c(cccc24)CC3)C1=O
  -19%, ?, 0%

Reformatted field by field: two of the compounds above
Cc1cnc[nH]1
  GCN5L2 inh: 2% | TDP1 cell noCPT: ? | TDP1 inh: 1%&-4%
C/C=C1/C[C@@H](C)[C@](O)(CO)C(=O)OCC2=CCN3CC[C@@H](OC1=O)[C@@H]23
  GCN5L2 inh: 1% | TDP1 cell noCPT: ? | TDP1 inh: ·

Structures shown so far that have a CF3 group:
The line under a structure holds: GCN5L2 inh, TDP1 cell noCPT, TDP1 inh
CCOP(=O)(C#CC(C)(C)C)C(O)(c1ccccc1)C(F)(F)F (stereo not given)
  2%, -26%, 0%
CCCNC(=O)N1[C@H]2CC[C@@H]1C(C(=O)OC)=C(c1ccc(Cl)c(C(F)(F)F)c1)C2
  -7%, 15µM*, 0%

4 entries from above in another layout:
> Cc1cnc[nH]1
- GCN5L2 inh: 2%
- TDP1 cell noCPT: ?
- TDP1 inh: 1%&-4%
> Cc1cc(/C=C2\C(=O)NC(=O)N(Cc3ccco3)C2=O)c(C)n1-c1ccc(O)cc1
- GCN5L2 inh: 0%
- TDP1 cell noCPT: 1%
- TDP1 inh: 5%
> CN1CCN(C(=O)Cc2ccccc2)CC1
- GCN5L2 inh: 3%
- TDP1 cell noCPT: -1%
- TDP1 inh: ·
> Cc1cccc(NC(=O)C(C)N2CC=C(c3ccccc3)CC2)c1 (stereo not given)
- GCN5L2 inh: -14%
- TDP1 cell noCPT: ?
- TDP1 inh: 3%

Only part of the results is shown (hit frequency here may not be typical).
